# STK33 kinase inh: blocks human STK33 kinase activity. Q9BYT3. purified STK33, MBP phosphorylation, ADP-Glo luminescence. inhibition, % at 10 µM. 0.073% of 320,000 active;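 active = inhibition at or above 25%, using the most active replicate where run in duplicate; inactive = inhibition below 25%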
# Target sequence (Q9BYT3 whole entry, looked up): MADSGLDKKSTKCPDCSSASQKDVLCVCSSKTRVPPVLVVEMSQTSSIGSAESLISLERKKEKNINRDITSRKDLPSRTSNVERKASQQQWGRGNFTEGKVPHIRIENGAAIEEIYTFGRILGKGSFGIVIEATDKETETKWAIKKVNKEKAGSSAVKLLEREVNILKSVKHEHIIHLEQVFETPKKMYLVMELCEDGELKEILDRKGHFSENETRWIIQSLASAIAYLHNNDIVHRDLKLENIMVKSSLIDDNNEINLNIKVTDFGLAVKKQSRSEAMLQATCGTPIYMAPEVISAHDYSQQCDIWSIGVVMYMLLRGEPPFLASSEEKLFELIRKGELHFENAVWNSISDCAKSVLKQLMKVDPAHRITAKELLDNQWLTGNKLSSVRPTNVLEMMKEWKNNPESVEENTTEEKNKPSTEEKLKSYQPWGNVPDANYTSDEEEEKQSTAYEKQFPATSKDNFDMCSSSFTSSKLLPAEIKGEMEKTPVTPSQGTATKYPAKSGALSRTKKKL
# Kir21 block: inhibitors of mouse Kir2.1 inward-rectifier potassium channel; B-score at 10 µM; HEK293-Kir2.1, FluxOR thallium flux fluorescence; stronger effect = lower value; 0.85% of 310,000 active; P35561;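 active = fluorescence ratio B-score at or below minus 3 SD of library scores, with starting-brightness B-score within 2 SD, cut at about -4.2 in these data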;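 also: channel flux triggered by added potassium and thallium sulfate stimulus; B-score of peak minus minimum fluorescence over baseline after thallium stimulus; more negative B-score means stronger Kir2.1 block with less thallium influx; some compounds called inactive have numbers as strong as hits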
# Target sequence (P35561 whole entry, looked up): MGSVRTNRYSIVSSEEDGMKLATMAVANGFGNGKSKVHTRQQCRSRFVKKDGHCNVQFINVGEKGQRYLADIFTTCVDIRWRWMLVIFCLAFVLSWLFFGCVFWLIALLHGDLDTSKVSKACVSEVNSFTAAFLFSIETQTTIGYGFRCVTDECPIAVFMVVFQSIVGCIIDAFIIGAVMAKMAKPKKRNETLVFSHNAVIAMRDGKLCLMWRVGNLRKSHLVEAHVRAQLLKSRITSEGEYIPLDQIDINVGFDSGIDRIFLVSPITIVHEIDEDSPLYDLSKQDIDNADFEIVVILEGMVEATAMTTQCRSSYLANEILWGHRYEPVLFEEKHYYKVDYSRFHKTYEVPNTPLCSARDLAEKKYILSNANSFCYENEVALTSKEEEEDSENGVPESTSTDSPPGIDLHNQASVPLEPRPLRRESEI
# Active calls of the source: *; . = no result given.
Structure	STK33 kinase inh	Kir21 block
Cc1cccc(NC(=O)c2ccc3nccnc3c2)n1	0.3	0.96
COc1ccc(N2CCN(CC(O)COC(C)(C)C)CC2)cc1 (stereo not drawn)	0.6	0.04
C/C(=C\c1ccccc1)C1NC(=O)c2c(sc3c2CCCC3)N1 (stereo not drawn)	0.8	-0.95
Cc1nc2c(C)[n+](CC(=O)c3ccccc3)ccc2n1C	-0.8	0.41
Cc1cccc(CSc2cn(CC(=O)N3CCOCC3)c3ccccc23)c1	-0.7	-1.7
CCCC1=Nc2cc(C(=O)NCCCOCC)ccc2Sc2ccccc21	-0.2	-0.84
Cn1c(=O)c2c(ncn2CC(=O)N2CCN(c3ccc([N+](=O)[O-])cc3)CC2)n(C)c1=O	-1.7	-0.16
O=C(NCCN1CCOCC1)c1ccc(-c2ccccc2)cc1	0.7	-1
CCOC(=O)c1ccc(NC(=O)C2C3C=CC(C3)C2C(=O)O)cc1 (stereo not drawn)	-1.4	0.16
O=C(Nc1ccccc1)c1nsnc1C(=O)Nc1ccccc1	-1.2	1.5
CC(NCC(=O)Nc1cc(S(=O)(=O)N2CCOCC2)ccc1N1CCOCC1)c1ccco1 (stereo not drawn)	1.5	.
CC(=O)NCCNC(=O)c1ccc(Sc2ccccc2)c([N+](=O)[O-])c1	-0.3	-0.23
COc1ccc(CC(=O)Nc2c3c(nn2C(C)(C)C)CS(=O)(=O)C3)cc1OC	-0.9	-0.58
CCN(CC)CC(=O)NC1CC(C)(C)Cc2c1cnn2-c1ccc(F)cc1 (stereo not drawn)	-0.9	-0.45
Cc1ccc(NC(=S)Nc2ccc(C(C)C)cc2)cc1S(=O)(=O)N1CCCCCC1	-0.1	1.1
COc1cc(C(=O)Nc2nc(-c3ccc(F)cc3)cs2)ccc1OCC(=O)N1CCOCC1	0.5	-0.61
CSCCC(=O)N1C(C)CCCC1C(=O)O (stereo not drawn)	-0.8	-0.63
O=C(NCc1ccccn1)C1(C(F)(F)F)C/C(=C\CCO)CCCO1 (stereo not drawn)	0.7	-1.1
Nc1ccn(Cc2ccccc2F)n1	-1.8	-0.6
NC(=O)c1ccsc1NC(=O)COC(=O)/C=C/c1ccccc1[N+](=O)[O-]	1.4	.

# (next part)
Structure	STK33 kinase inh	Kir21 block
COc1ccccc1C1Nc2cccc3cccc(c23)N1	0.7	-0.24
CCOC(=O)c1c(C)[nH]c(C)c1C(=O)COC(=O)c1ccc(O)cc1	-1.5	-2.5
CC(C)CNS(=O)(=O)c1ccc(CCC(=O)NCCc2ccccc2)cc1	-1.9	0.08
COc1ccccc1CNc1nc2nc(C)c(Cl)c(=O)n2[nH]1	-0.2	0.22
CCCCCCCNC1=CC(=O)CC(c2ccco2)C1 (stereo not drawn)	-0.9	-1.6
O=C(Nc1nccs1)C1CCCCN1S(=O)(=O)c1ccccc1 (stereo not drawn)	8.5	-0.67
Cc1cc(C)c2c(=O)n(CC(=O)NCCCN3CCN(c4ccccc4F)CC3)sc2n1	0.2	-5.5*
CCN1CCc2nc(NC(=O)c3ccc4c(c3)OCCO4)sc2C1	0.9	1.9
COc1ccc(CNC(=O)COC(=O)c2sccc2C)cc1OC	-0.1	.
CC(Sc1nnc(Nc2ccccc2F)s1)C(=O)NC1CC1 (stereo not drawn)	-0.1	.
CC1CCCC(N2CCN(S(=O)(=O)c3ccccc3)CC2)C1 (stereo not drawn)	0.6	-1.2
Cc1ccc(C(=O)N2CCN(Cc3ccc4c(c3)OCO4)CC2)cc1S(=O)(=O)N1CCOCC1	0.0	0.1
CC(C)(C)CC(=O)NC(=S)Nc1ccccc1[N+](=O)[O-]	-0.2	0.67
COc1ccc(Cl)cc1NC(=O)COC(=O)C(CC(C)C)N1C(=O)C2CC=CCC2C1=O (stereo not drawn)	-2.6	0.06
CCn1c(SCc2ccccc2)nnc1-c1cccnc1	-0.5	-1.2
COc1ccc2c(Cl)c(C(=O)N/N=C/c3ccc4c(c3)OCO4)sc2c1	-2.2	1.3
COc1cc(C(=O)Nc2ccc(Br)cc2C(=O)c2cc(OC)c(OC)c(OC)c2)cc(OC)c1OC	-1.1	1.1
NC(=O)c1oc2ccccc2c1NC(=O)Cc1ccccc1	0.8	-0.56
CCc1nc(SCC(=O)Nc2cccc3ccccc23)[nH]c(=O)c1C	-0.6	1.9
Cc1cccc(NS(=O)(=O)c2cc3c4c(c2)CCN4C(=O)CC3)c1C	-0.6	-1.1

# New compounds follow
Structure	STK33 kinase inh	Kir21 block
Cc1cccc(NC(=O)NC2CC3CCC(C2)N3Cc2ccco2)c1 (stereo not drawn)	-1.1	-0.95
COc1ccc2c(-c3ccccc3)cc(SCC(=O)N(C)C3CCS(=O)(=O)C3)nc2c1 (stereo not drawn)	-1.2	0.88
Cc1ccc(N2CCN(C(=S)Nc3ccc(Cl)cc3)CC2)cc1	-1.2	0.91
O=C1Nc2ccccc2/C1=C\c1cccn1-c1ccc(OC(F)(F)F)cc1	0.0	-0.87
Cn1c(N)c(C(=O)COC(=O)c2cc(-c3ccccc3)nc3ccccc23)c(=O)n(Cc2ccccc2)c1=O	2.6	.
CCN1CCN(CCNC(=O)c2cn(C(C)c3ccccc3F)nn2)CC1 (stereo not drawn)	-2.6	1.6
CC(C(=O)Nc1ccc(S(=O)(=O)N2CCCC2)cc1)N1CCN(C(=O)c2ccco2)CC1 (stereo not drawn)	-0.7	-0.61
CC(=O)NCCc1cnc[nH]1	0.0	0.13
O=c1oc(-c2ccccc2)nc2sc3c(c12)CCC3	-1.5	2.1
Cc1ccc(NC(=O)C2(C)Cc3ccccc3C(=O)O2)cc1 (stereo not drawn)	-0.5	-1.2
O=C(c1ccc(Cl)c(S(=O)(=O)N2CCCCCC2)c1)N1CCN(c2ccccn2)CC1	-0.2	0.9
O=C1OCCC1Sc1nnc(-c2ccc3c(c2)OCO3)o1 (stereo not drawn)	1.9	0.04
O=C(c1cc2nc(-c3ccc(Cl)cc3)cc(C(F)(F)F)n2n1)N1CCOCC1	-1.7	-0.16
CCc1nnc(NC(=O)Cc2cccs2)s1	0.2	0.94
COc1ccccc1N=Nc1c(C)[nH]n(-c2ccccc2)c1=O	-1.9	1.4
C(=N\Nc1cc(N2CCCCC2)ncn1)/c1ccco1	1.8	0.27
CN(CC(=O)Nc1ccccc1C(F)(F)F)C(=O)Cc1ccccc1F	-1.0	-0.62
CC(C)c1onc(C(=O)N2CCCCCC2)c1[N+](=O)[O-]	0.2	-0.41
C=CC[C@]12C=C(OC)C(=O)C=C1O[C@@H](c1ccc3c(c1)OCO3)[C@H]2C	-0.4	0.27
N#C/C(=C\c1c(N2CCCCCC2)nc2ccccn2c1=O)C(N)=O	-2.0	-1.2

# Three compounds picked at random from the list so far:
Structure	STK33 kinase inh	Kir21 block
Cc1cccc(NC(=O)NC2CC3CCC(C2)N3Cc2ccco2)c1 (stereo not drawn)	-1.1	-0.95
CCN1CCN(CCNC(=O)c2cn(C(C)c3ccccc3F)nn2)CC1 (stereo not drawn)	-2.6	1.6
CC(NCC(=O)Nc1cc(S(=O)(=O)N2CCOCC2)ccc1N1CCOCC1)c1ccco1 (stereo not drawn)	1.5	.

# Compound profiles (already shown).
# Entry for CC(=O)NCCc1cnc[nH]1 → STK33 kinase inh: 0.0; Kir21 block: 0.13
# Entry for O=C(c1cc2nc(-c3ccc(Cl)cc3)cc(C(F)(F)F)n2n1)N1CCOCC1 → STK33 kinase inh: -1.7; Kir21 block: -0.16
# Entry for O=C(c1ccc(Cl)c(S(=O)(=O)N2CCCCCC2)c1)N1CCN(c2ccccn2)CC1 → STK33 kinase inh: -0.2; Kir21 block: 0.9

# The list continues:
Structure	STK33 kinase inh	Kir21 block
O=C(NNS(=O)(=O)Cc1ccccc1)c1ccc([N+](=O)[O-])cc1	1.7	-0.02
COc1cccc(-c2nnc(N(C)C(=O)c3ccno3)s2)c1	.	1.2
C[C@]12C(=O)N(c3ccc(Cl)cc3)C(=O)N1[C@H]1c3ccccc3OC[C@@H]1[C@H]2c1ccccc1	-1.2	-1.4
Cc1ccc(Oc2ccc3c(c2)C(=O)N(c2cccc4cccnc24)C3=O)cc1	-0.3	1.9
COc1ccc2c(CCNC(=O)c3ccco3)c[nH]c2c1	0.7	0.79
Cc1c(NC(=O)c2ccc(-c3cccc([N+](=O)[O-])c3)o2)c(=O)n(-c2ccccc2)n1C	-1.9	0.68
Cc1cc(C)n(-c2nc3ccccc3nc2N2CCOCC2)n1	0.0	-0.53
Cc1c(NC(=O)Nc2cccc(C#N)c2)c(=O)n(-c2ccccc2)n1C	-0.7	0.3
O=C(c1cc([N+](=O)[O-])ccc1N1CCOCC1)N1CCN(c2ccccc2)CC1	-1.1	3
CC1CCCCN1C(=O)CSc1nnc(-c2ccco2)o1 (stereo not drawn)	-0.1	-0.99
CCOC(=O)N1CCN(S(=O)(=O)c2ccc(F)c(C(=O)Nc3cccc(Cl)c3C)c2)CC1	-1.1	0.68
COc1ccc(CC(=O)Nc2nc(-c3ccccc3)c(C(C)=O)s2)cc1OC	-0.1	-0.41
Cc1[nH]c(=O)c(C#N)c(C)c1Br	-1.7	0.74
CC(=O)c1ccc(N2CCN(S(=O)(=O)c3cccc4nsnc34)CC2)cc1	-0.1	-0.78
CCOc1ccccc1CNC(=O)C1CCCN(c2nnc(C)c3c(C)n(-c4ccccc4)nc23)C1 (stereo not drawn)	-0.4	0.51
CN(C1(C)CCS(=O)(=O)C1)S(=O)(=O)c1ccc2ccccc2c1 (stereo not drawn)	1.0	1.7
COc1ccc(S(=O)(=O)N(C)CC(=O)Nc2ccccc2C(F)(F)F)cc1OC	0.3	-0.16
CC1CC(C)CN(C(=O)COC(=O)c2ccc3c(c2)OCCO3)C1 (stereo not drawn)	-2.3	.
O=c1[nH]c2ccc(Cl)cc2c(O)c1Cc1ccccc1	-1.4	0.81
Cc1ccc(N(C(=O)Cn2nnc(-c3ccc(F)cc3)n2)C(C(=O)NC(C)(C)C)c2ccncc2)cc1 (stereo not drawn)	0.1	0.37

# (continued)
Structure	STK33 kinase inh	Kir21 block
CNc1nc(-c2ccc3c(c2)CCN3C(=O)c2ccccc2F)c(C)s1	0.2	-2.4
CCOP(=O)(c1c(F)c(F)c(F)c(F)c1F)C1(O)CCCCC1 (stereo not drawn)	0.2	0.2
COc1ccc(CCC(=O)NCC2CCCCC2)cc1OC	-2.1	-1.6
N#Cc1cccc(NC(=O)CNC(=O)Cc2ccccc2)c1	-3.4	0.48
COCCCN1CC(=O)N2C(c3cccc(OC)c3OC)c3[nH]c4ccccc4c3C[C@H]2C1=O (stereo partly drawn)	-1.6	-0.03
COCCNC(=O)c1onc(CSc2cc(C)cc(C)c2)c1C(=O)NCCOC	-2.5	0.23
O=C(Oc1ccc(C(=S)N2CCOCC2)cc1Br)c1cc(Cl)ccc1Cl	-0.5	-0.89
COP(=O)(CN(Cc1ccccc1)C(=S)Nc1c(C)cccc1C)OC	-0.6	0.25
COc1ccc(N2CCCn3c2nc2c3c(=O)n(CCc3ccccc3)c(=O)n2C)cc1	-2.2	-0.68
COc1ccc(C2CC(c3ccccc3)=NN2C(=O)CSc2ncn[nH]2)cc1 (stereo not drawn)	-2.1	0.17
COc1ccc(OC)c(-c2cc(C(=O)N/N=C/c3ccc(F)cc3)c3ccccc3n2)c1	0.0	0.11
COCC(=O)Nc1cc(C)cn(Cc2ccc(F)cc2)c1=O	0.3	2.5
O=[N+]([O-])c1cc([N+](=O)[O-])c(Oc2c(Cl)cccc2Cl)cc1NN1CCCCC1	-1.0	-0.68
Fc1ccc(C2CCCN2Cc2nc(CC3CC3)no2)cc1 (stereo not drawn)	-2.8	-0.35
CC(NC(=O)C1CCC(CNS(=O)(=O)c2ccc3c(c2)C(C)(C)C(=O)N3C)CC1)c1ccccc1 (stereo not drawn)	-1.9	-0.99
CCOC(=O)C(=O)N1CCC(C(=O)OCC)CC1	-1.1	1.1
NNC(=O)c1cccc(COc2ccc3c(c2)CCC3)c1	-0.4	2.5
CCOC(=O)Cc1ccc2sc(-c3ccccc3)nc2c1	9.1	1.6
COc1ccc(CCNC(=O)C2CCN(S(=O)(=O)N3CC(C)CC(C)C3)CC2)cc1OC (stereo not drawn)	-0.9	0.58
COc1cc2c(cc1NC(=O)C(c1ccccc1)c1ccccc1)CCCC2	-0.6	0.45

# (cont.)
Structure	STK33 kinase inh	Kir21 block
Cc1ccc(S(=O)(=O)NCC(C)n2cncn2)cc1C (stereo not drawn)	-0.9	0.53
Cn1c(=O)c2c(SCc3ccccn3)nc(CC(C)(C)C)nc2n(C)c1=O	0.1	0.46
COC(=O)c1ccc(N2C(=O)CC(N(C)Cc3ccccc3)C2=O)cc1 (stereo not drawn)	-0.2	0.74
CCCCOP(=O)(OCCCC)C(O)c1ccc(Br)cc1 (stereo not drawn)	0.3	-3.5
CCc1ccc(N(C(=O)CNC(=O)c2ccco2)C(C(=O)NC2CCCC2)c2cccnc2)cc1 (stereo not drawn)	0.2	0.42
O=C(CN1C(=O)NC(CCc2ccccc2)C1=O)Nc1cccc(Br)c1 (stereo not drawn)	0.3	.
CC(C)C[C@@]12C(=O)N(c3cccc(Cl)c3)C(=O)N1[C@H](c1ccc(F)cc1)[C@@H]1C(=O)N(C3CCCCC3)C(=O)[C@@H]12	-2.0	0.23
Cc1cc(C(=O)NCC(=O)OCC(=O)N(C2CCCCC2)C2CCCCC2)ccc1[N+](=O)[O-]	-0.5	0.35
O=C(Cn1cc(SCc2cccc(Cl)c2)c2ccccc21)N1CCOCC1	0.5	-1.5
Cc1cc(C)cc(C(=O)N2CCC(CCC(=O)NC3CC3)CC2)c1	-0.5	0.84

# Bioassay records as filed in PubChem BioAssay.
